# NFkB transloc inh – inhibitors of IL-1B driven NFkB p65 nuclear import, primary screen, imaging, HUVEC, IL-1B stimulus, high-content imaging; HUVEC IL-1B NFkB p65 nuclear translocation imaging; inhibition, % at 2 µM; actives 0.43% (n = 94,000); AID 796, 2007;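 active = inhibition above about 30% together with a positive call from visual inspection of the well image, limit read from the data; inconclusive = inhibition above a set limit but visual check negative; inactive = inhibition not above a set limit, visual check negative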;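 note: nuclear over cytoplasmic p65 intensity ratio measured by imaging; 0% = IL-1B stimulated DMSO wells and 100% = unstimulated DMSO wells; values of inactives mirror those of a sister screen read the other way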
# PLAP inhibitors HTS – PLAP enzyme inhibitors, biochemical, luminescence, HTS (AID 690); Alkaline phosphatase, placental type (Homo sapiens); purified PLAP, luminescent substrate; higher % means a stronger effect; one-dose inhibition, % at 20 µM; IC50 in µM for titrated hits; actives 0.08% (n = 96,000); in the data active = a potency from the dose series; inactive = the rest, 99 in 100 with inhibition below about 30%; note: strong numbers were not always called active
# MRP reversal – reversal of MRP1-mediated doxorubicin resistance, primary screen, H69AR cells, doxorubicin co-treatment; H69AR cells + 2 uM doxorubicin, CellTiter-Glo, 72 h; differential viability (reversal), % at 10 µM; actives 0.04% (n = 85,000); AID 602, 2007;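 active = viability drop by adding the cancer drug above about 55%, with treated viability meeting a 40% cutoff, limit read from the data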;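 note: viability without doxorubicin minus viability with 2 µM doxorubicin for each compound; larger differential means the compound sensitizes cells more to doxorubicin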
# Bcl-B TR3 displacers – displacers of TR3 peptide from Bcl-B, primary screen, selectivity assay for Bfl-1 inhibitor project, biochemical, fluorescence polarization. Bcl-2-like protein 10 (Homo sapiens). displacement, % at 20 µM; hits with a dose series show IC50 in µM. actives 0.11% (n = 96,000). FP displacement of FITC-TR3 peptide from Bcl-B; higher % means a stronger effect;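 active = displacement above 50% at 20 µM plus a fluorescence interference ratio under 1.5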;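 note: plate controls were wells without compound for no effect and wells lacking Bcl-B protein for full effect; a part of the inactive calls stands beside numbers as strong as those of hits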
# NFkB transloc pot – enhancers of NFkB p65 translocation in HUVEC – imaging, IL-1B stimulus, high-content imaging, primary screen | HUVEC IL-1B NFkB p65 nuclear translocation imaging | activation, % at 2 µM | actives 0.3% (n = 94,000);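 active = activation above 40%, about the mean plus 3 SD, also judged a hit on visual image review; inconclusive = activation above 40% but not a hit on visual review; inactive = activation not above 40% and no visual hit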;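 note: percent activation is computed from the nuclear over cytoplasmic p65 intensity ratio; values of inactives mirror those of a sister screen read the other way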
# MRP reversal cytotoxicity – further read-out of MRP reversal, marked with its call; viability, %; H69AR cells, CellTiter-Glo, 72 h; measured here: cytotoxicity without doxorubicin
# MRP reversal with doxorubicin – further read-out of MRP reversal, marked with its call; viability, %; measured here: viability with 2 uM doxorubicin; active compounds read low
# NFkB transloc inh cell count 2 µM – also measured in NFkB transloc inh; calls as there; cell count; measured here: cells passing quality filter;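 raw number of nuclei counted in each imaged well without normalization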
# NFkB transloc pot cell count 2 µM – recorded beside NFkB transloc pot, whose call it bears; cell count; measured here: cells passing quality filter
# Active calls of the source: *; ? = inconclusive; / = not tested or not shown. This is a subset; count on the stated rates, not on these rows.
SMILES,NFkB transloc inh,NFkB transloc inh cell count 2 µM,PLAP inhibitors HTS,MRP reversal,MRP reversal cytotoxicity,MRP reversal with doxorubicin,Bcl-B TR3 displacers,NFkB transloc pot,NFkB transloc pot cell count 2 µM
CC(=O)Nc1ccc(NS(=O)(=O)c2cn(C)c(=O)n(C)c2=O)cc1,-9,76,-14%,3,94,91,-5%,9,76
COc1ccc(CC(=O)Nc2c3c(nn2-c2cccc(C)c2C)CS(=O)(=O)C3)cc1,?,/,-6%,-3,79,82,-2%,-31,90
CCN(CC)c1ccc2c(Cl)c(Br)c(=O)oc2c1,-25,172,2%,-8,12,20,-23%,25,172
NC(=O)/C(=N\OC(=O)c1ccco1)c1nc(-c2ccc(Br)cc2)cs1,-5,163,2%,-10,62,72,-3%,5,163
Cc1ccc(C(=O)OCC(=O)Nc2ncc(Cl)cc2Cl)cc1NC(=O)c1ccco1,-2,189,-52%,5,76,71,40%,2,189
OC1CCN(c2c3c(nc4cc(-c5cccc(F)c5)nn24)CCCC3)CC1,/,/,-46%,-25,95,120,-3%,/,/
Cc1nn(-c2ccccc2)c2c1C(=O)NC(=O)C(C)(C)C2,16,167,-1%,/,/,/,8%,-16,167
COc1ccc(CC(=O)Nc2cccc(-c3nnc(-c4ccco4)o3)c2)cc1,10,105,12%,/,/,/,4%,-10,105
FC(F)(F)c1cc(-c2ccccc2)nc(NCC2CCCO2)n1 (configuration not stated),-5,147,0%,/,/,/,-3%,5,147
CCn1c(SCC(=O)OC)nnc1-c1ccncc1,-1,116,/,1,94,94,/,1,116
COc1cc(C)nc(NS(=O)(=O)c2ccccc2)n1,/,/,24%,3,102,99,-9%,/,/
COCCCNC(=O)C1CCCN(C(=O)Nc2ccc(OC)cc2)C1 (configuration not stated),-12,154,-19%,-5,100,105,-11%,12,154
C=CCSc1nnc(Cc2c(C)[nH]c3ccccc23)o1,-1,56,/,2,96,94,/,1,56
Cc1csc(=Nc2ccc(S(=O)(=O)N3CCOCC3)cc2)n1Cc1ccco1,2,201,-57%,8,90,82,-10%,-2,201
O=C(c1cccc(OC(F)F)c1)N1CCN(c2ncccn2)CC1,-15,103,-25%,14,110,96,1%,15,103
CC(=O)c1cc(C#N)c(SCC(=O)OC(C)(C)C)nc1C,14,93,-20%,-2,74,76,-6%,-14,93
O=C(NCc1ccco1)C1CCN(Cc2ccc(F)cc2)CC1,11,101,-20%,-5,90,94,-5%,-11,101
Cc1ccnc2c(N3C(=O)C4C5c6ccccc6C(c6ccccc65)C4C3=O)cccc12 (configuration not stated),-15,163,-5%,/,/,/,1%,15,163
CCOC(=O)c1ccc(NC(=O)NC2CCN(CC(=O)NCc3ccc4c(c3)OCO4)CC2)cc1,6,153,-7%,-2,92,95,3%,-6,153
CCOc1ccc(S(=O)(=O)n2ccnc2)c2ccccc12,6,164,-12%,6,97,91,7%,-6,164
CCOC(=O)c1cnc(-n2nc(C)cc2C)nc1Nc1ccc(N(C)C)cc1,-20,130,/,0,3,3,/,21,130
CCN(CC)S(=O)(=O)c1csc(C(=O)NC2CCCCC2)c1,-5,132,4%,22,74,52,5%,5,132
CCC(Oc1ccccc1)C(=O)NCc1cccnc1 (configuration not stated),-3,118,18%,-2,101,103,-6%,3,118
Cc1cccc(C2(c3cccc(C)c3)OC(=O)c3ccccc32)c1,0,155,1%,10,88,78,-4%,0,155
O=C(O)CC(NC(=S)NCc1ccccc1)C(=O)O (configuration not stated),5,126,-19%,19,108,89,-3%,-5,126
Cc1cccc(N(C(=O)c2cnc3n(c2=O)CCS3)C2CCCCC2)c1,-4,118,/,-2,81,83,/,4,118
O=C(Nc1ccc2c(c1)OCO2)N1CCN(c2cccc(C(F)(F)F)c2)CC1,8,71,22%,-2,93,95,-2%,-8,71
CC(O)c1nc2ccccc2n1C1CCCCC1 (configuration not stated),3,148,-8%,21,106,85,4%,-3,148
CC1=CC(=O)N(c2cccc(C(F)(F)F)c2)C1c1ccc(Cl)cc1 (configuration not stated),-2,111,-4%,/,/,/,-9%,1,111
CC(C)C(=O)Nc1cccc(NC(=O)CCN2C(=O)c3ccccc3S2(=O)=O)c1,-12,162,6%,15,87,72,-8%,12,162
Cc1c(CN(C)C(=O)c2ccc(Br)o2)cnn1C,5,86,/,5,105,100,/,-5,86
C[C@@H](NC(=O)c1coc(=O)c(Br)c1)c1ccccc1,15,92,/,-4,4,7,/,-15,92
CN(Cc1ccccc1)Cc1c(F)cccc1F,1,127,-7%,6,102,96,1%,-1,127
CSc1nnc2c(n1)OC(C)=Nc1ccccc1-2,/,/,12%,4,80,76,-3%,/,/
O=C1NC(c2ccccc2)(C(F)(F)F)C(=O)N1Cc1cccnc1 (configuration not stated),5,108,-23%,7,98,92,-1%,-5,108
O=C(CN1CCCCC1)Nc1cccc(Cl)c1Cl,-6,150,6%,8,86,78,-1%,6,150
O=C(CN1CCN(c2ccccc2)CC1)Nc1ccc(-n2cnnn2)cc1,2,121,3%,/,/,/,-1%,-2,121
CCN=c1scc(-c2ccc3c(c2)NC(=O)CO3)n1N=C1CCCC1,-13,161,-54%,-2,76,78,-126%,13,161
O=C(NCCCN1CCOCC1)c1ccc(Cl)s1,-11,190,16%,106,201,95,-2%,11,190
C=CCSc1nc2c(c(=O)[nH]1)C(C(C)C)C(C#N)=C(N)O2 (configuration not stated),17,178,10%,1,66,65,12%,-17,178
Cc1ccc(OCc2nnc(SCC(=O)NC3CCCCC3)n2C)cc1,/,/,-54%,10,112,102,-4%,/,/
COc1ccc(-c2ccc(-c3noc(C(C)C)n3)c(OC)n2)cc1,1,199,-50%,24,94,70,-132%,-1,199
O=C(C1=C(O)C(=O)N(CCc2ccccc2)C1c1cccnc1)c1ccco1 (configuration not stated),4,103,-12%,-11,93,104,8%,-4,103
CCCN(CCC)S(=O)(=O)c1ccc(NC(=O)c2cc(C(=O)OC)cc([N+](=O)[O-])c2)cc1,9,89,0%,/,/,/,-4%,-9,89
O=C1CSC(c2ccccn2)N1c1ccccc1 (configuration not stated),1,187,-9%,/,/,/,4%,-1,187
CC(C)C(=O)N1CCN(c2ccccc2NC(=O)c2cccc(Cl)c2)CC1,-5,204,-36%,78*,78*,0.0*,11%,5,204
O=S(=O)(c1cccs1)N1CCc2ccccc2C1,-3,145,17%,21,89,68,-7%,3,145
COc1ccc(C(CC(=O)O)NC(=O)Cc2ccccc2)cc1 (configuration not stated),/,/,-6%,/,/,/,-10%,/,/
CCC(CC)C(=O)NCCc1ccc(F)cc1,-29,203,7%,4,94,91,-5%,29,203
CCC(C)(C)n1nnnc1C(C(C)C)N1CCN(C)CC1 (configuration not stated),14,121,-11%,-2,83,86,5%,-14,121
Cc1ccc(S(=O)(=O)c2ccc(Cl)cc2)cc1S(=O)(=O)N1CCN(C)CC1,30,131,-60%,4,122,118,-12%,-30,131
O=C(NNS(=O)(=O)c1ccc2ccccc2c1)C1CCN(Cc2ccccc2)CC1,-4,133,-14%,/,/,/,-3%,4,133
CCOC(=O)C1=C(C)NC(SCC(N)=O)=C(C#N)C1c1cccs1 (configuration not stated),-9,57,-11%,-1,99,100,-9%,9,57
Cc1cc(C)nc(N2C(=O)CC(C(=O)O)NC2=NCCc2c[nH]c3ccccc23)n1 (configuration not stated),2,161,-17%,2,88,87,-5%,-2,161
COc1nc(Oc2ccc(=O)n(C)n2)nc(N(C)C)n1,-8,171,-3%,4,99,95,-14%,8,171
Fc1ccc(Nc2nc(N3CCOCC3)c3ccccc3n2)cc1,/,/,-4%,-1,35,35,-4%,/,/
O=C(Nc1ccc2c(c1)OCO2)NC1CCN(Cc2ccccc2)CC1,0,111,-10%,/,/,/,-5%,0,111
Brc1ccc(-c2nnc(-c3ccco3)o2)cc1,-5,107,-2%,-2,94,95,16%,5,107
CC(C)(C)C1CCc2onc(C(=O)NCc3ccc(F)cc3)c2C1 (configuration not stated),3,131,12%,21,99,78,-12%,-3,131
CCOC(=O)C1CCCN(C(=O)Cn2nc(CC)n3c(cc4sccc43)c2=O)C1 (configuration not stated),-12,176,-58%,-14,71,85,8%,12,176

# A second format for part of the listing above.
mol | NFkB transloc inh | NFkB transloc inh cell count 2 µM | PLAP inhibitors HTS | MRP reversal | MRP reversal cytotoxicity | MRP reversal with doxorubicin | Bcl-B TR3 displacers | NFkB transloc pot | NFkB transloc pot cell count 2 µM
O=C(NNS(=O)(=O)c1ccc2ccccc2c1)C1CCN(Cc2ccccc2)CC1 | -4 | 133 | -14% | / | / | / | -3% | 4 | 133
CCOC(=O)C1=C(C)NC(SCC(N)=O)=C(C#N)C1c1cccs1 (configuration not stated) | -9 | 57 | -11% | -1 | 99 | 100 | -9% | 9 | 57
Cc1cc(C)nc(N2C(=O)CC(C(=O)O)NC2=NCCc2c[nH]c3ccccc23)n1 (configuration not stated) | 2 | 161 | -17% | 2 | 88 | 87 | -5% | -2 | 161

# More results:
SMILES,NFkB transloc inh,NFkB transloc inh cell count 2 µM,PLAP inhibitors HTS,MRP reversal,MRP reversal cytotoxicity,MRP reversal with doxorubicin,Bcl-B TR3 displacers,NFkB transloc pot,NFkB transloc pot cell count 2 µM
N#Cc1c(N)sc(=S)c2c1CCN(Cc1ccccc1)C2,/,/,9%,/,/,/,116%,/,/
O=C(COC(=O)CCNS(=O)(=O)c1ccc2c(c1)OCCO2)NC1CCCc2ccccc21 (configuration not stated),/,/,-54%,-9,93,102,8%,/,/
O=[N+]([O-])c1cccc(-c2ccc(/C=N/NC(=S)Nc3ccccc3)o2)c1,-19,110,1%,/,/,/,-6%,19,110
COc1cccc(OC(C)c2ccnc3nc(/N=C/N(C)C)nn23)c1 (configuration not stated),9,130,0%,/,/,/,0%,-9,130
CCOc1ccc2[nH]c(=O)c(CN(Cc3nnnn3Cc3ccco3)C3CCCCC3)cc2c1,15,79,-64%,-12,54,66,-4%,-15,79
CCCCCOC(=O)CSc1nnc(-c2ccccc2)c(=O)[nH]1,-5,173,-3%,/,/,/,10%,5,173
COc1ccc(CCNC(=O)c2cc3c(=O)n4cccc(C)c4nc3n(Cc3ccncc3)c2=N)cc1,/,/,-56%,-5,74,79,2%,/,/
Cc1ccc(NC(=O)Nc2cccs2)nc1,-7,174,2%,6,91,85,-4%,7,174
CN(C1CCCCC1)S(=O)(=O)c1ccc(NC(=O)c2ccc(Br)o2)cc1,2,142,-32%,-4,61,65,-3%,-2,142
O=C(Nc1c(F)cc(F)cc1Br)C1CCCO1 (configuration not stated),-11,129,1%,/,/,/,-5%,11,129
O=S(=O)(NCCc1ccccc1)c1ccccc1,-24,123,/,8,103,95,/,24,123
Cc1ccc(CN2CCN(/N=C/c3ccco3)CC2)c(C)c1,-2,157,/,-3,106,108,/,2,157
COC(=O)Nc1sc2nc(C)cc(C)c2c1-n1cccc1,8,136,-10%,/,/,/,-3%,-8,136
O=C(c1cc2ncc(Br)cn2n1)N1CCN(C(=O)c2ccco2)CC1,-16,153,18%,/,/,/,13%,16,153
Oc1ccc2ccccc2c1C1Nc2cccc3cccc(c23)N1,-4,164,-15%,12,110,98,-3%,4,164
COc1ccc(-c2[nH]nc3c2C(c2ccncc2)C(C#N)=C(N)O3)cc1 (configuration not stated),7,167,4%,3,99,96,-2%,-7,167
CC1=C(C(=O)OCC2CCCO2)C(c2ccc(C)o2)C2=C(CC(c3ccc(F)cc3)CC2=O)N1 (configuration not stated),11,151,-30%,-28,68,96,-2%,-11,151

# Given with tabs: part of the list above.
SMILES	NFkB transloc inh	NFkB transloc inh cell count 2 µM	PLAP inhibitors HTS	MRP reversal	MRP reversal cytotoxicity	MRP reversal with doxorubicin	Bcl-B TR3 displacers	NFkB transloc pot	NFkB transloc pot cell count 2 µM
COC(=O)Nc1sc2nc(C)cc(C)c2c1-n1cccc1	8	136	-10%	/	/	/	-3%	-8	136
O=C(Nc1c(F)cc(F)cc1Br)C1CCCO1 (configuration not stated)	-11	129	1%	/	/	/	-5%	11	129
Oc1ccc2ccccc2c1C1Nc2cccc3cccc(c23)N1	-4	164	-15%	12	110	98	-3%	4	164
